M. tuberculosis GlmU: inhibition of mycobacterial GlmU enzyme – biochemical, glucosamine-1-phosphate acetyltransferase (AID 1376); M. tuberculosis GlmU acetyltransferase enzyme assay; higher % means a stronger effect; inhibition, %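 (tested at 30 µM in the primary screen)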; hits with a dose series show IC50 in µM; 0.25% of 220,000 active; in the data active means inhibition above about 13%; inconclusive means no clear call, values can overlap the other calls;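 further: 0% = complete reaction with vehicle and 100% = reaction without substrate; strong numbers were not always called active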
RmlCD inh 1536: inhibitors of Mycobacterium tuberculosis RmlC and RmlD coupled enzymes; RmlC+RmlD coupled enzyme assay, percent inhibition; primary screen in compound mixtures; inhibition, % at 3.6 µM; 0.03% of 160,000 active; AID 1533; in the data active means inhibition mostly above about 34%, no sharp cut-off; inconclusive means no clear call, values can overlap the other calls; inactive means mostly below about 22%; further: some results filed as inactive read as strong as hits
Target sequence (P9WH09 whole entry, looked up): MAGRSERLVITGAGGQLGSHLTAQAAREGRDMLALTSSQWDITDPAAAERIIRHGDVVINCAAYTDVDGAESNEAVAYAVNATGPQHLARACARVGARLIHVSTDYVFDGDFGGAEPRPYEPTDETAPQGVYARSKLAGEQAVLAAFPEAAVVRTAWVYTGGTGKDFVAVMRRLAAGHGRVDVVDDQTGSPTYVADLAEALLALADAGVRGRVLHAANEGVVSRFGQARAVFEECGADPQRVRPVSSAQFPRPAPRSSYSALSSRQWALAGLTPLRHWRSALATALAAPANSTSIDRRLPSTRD
Target sequence (P9WH11 whole entry, looked up): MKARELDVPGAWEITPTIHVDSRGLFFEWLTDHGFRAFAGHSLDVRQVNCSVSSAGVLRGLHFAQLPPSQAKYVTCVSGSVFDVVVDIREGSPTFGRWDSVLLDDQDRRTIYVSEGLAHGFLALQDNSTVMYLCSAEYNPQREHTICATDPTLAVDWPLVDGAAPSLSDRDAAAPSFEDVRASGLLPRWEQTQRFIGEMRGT
The depositor's hits bear a star; ? = inconclusive; . = no result given; & = joins results of further samples. Some of the compounds tested; rates above refer to the full screens.

SMILES | M. tuberculosis GlmU | RmlCD inh 1536
CCCC(=O)c1cn(CC(=O)OC)c2ccccc12 | 5.7% | .
Cc1nn(-c2ccccc2)c(C)c1/C=C/C(=O)OC(C)C(N)=O (stereo unspecified) | 6.2% | -11
COc1ccc(/C=N/NC(=O)c2nn(-c3ccc(C)c(C)c3)c(=O)c3ccccc23)cc1 | 1.8% | 6
CCOC(=O)c1cc(CC)sc1NC(=O)c1ccc([N+](=O)[O-])c(N2CCOCC2)c1 | 2.4% | .
COc1ccccc1NS(=O)(=O)c1cc(C(=O)NCCC(C)C)ccc1F | -6.0% | 5
COc1ccc(NC(=O)CSc2nnc(C3CCCCC3)n2N)cc1 | -2.5% | .
CC(C)(CC(=O)O)CC(=O)Nc1cc(C(F)(F)F)cc(C(F)(F)F)c1 | -4.5% | .
COc1ccc(NC(=O)Cn2c(-c3ccccc3)cn(-c3ccc(C)cc3)c2=O)cc1 | 3.9% | 10
CC(C)(C)c1ccc(NC(=O)NCc2ccco2)cc1 | 5.8% | .
CCc1nnc(NC(=O)CSc2nnc(-c3ccccc3O)n2-c2ccc(C)cc2C)s1 | 0.8% | -3
O=C(COc1ncnc2ccccc12)NCc1ccc2c(c1)OCO2 | 2.6% | -7
CCOC(=O)C1C(=O)C=C(c2ccc([N+](=O)[O-])cc2)CC1c1ccccc1 (stereo unspecified) | -0.5% | .
COc1cc(NC(=O)c2ccnn2C)c(OC)cc1Cl | -0.9% | -1
CCOC(=O)C(=O)Nc1ccccc1C(=O)OC | -0.7% | .
COc1ccc(N2CCN(C(=O)C3CCC(Cn4c(=S)[nH]c5ccccc5c4=O)CC3)CC2)cc1 (stereo unspecified) | 1.8% | 1
CC(=O)c1sc(-c2ccccc2)nc1C | -1.0% | -2
CCCCc1cc(=O)oc2cc(OCC(=O)N(CC)CC)ccc12 | 6.5% | .
COc1ccc(CNC(=O)c2sc3nc4c(c(C(F)(F)F)c3c2N)CCC4)cc1OC | -1.0% | -8
Cc1ccc(Cl)c(OCCCCN(C)Cc2ccccc2)c1 | -2.8% | .
CCOc1cc(/C=C(/NC(C)=O)C(=O)O)cc(Cl)c1OCc1ccc(Br)cc1 | -1.6% | 7

A second format for 3 compounds above:
Structure,M. tuberculosis GlmU,RmlCD inh 1536
COc1ccc(CNC(=O)c2sc3nc4c(c(C(F)(F)F)c3c2N)CCC4)cc1OC,-1.0%,-8
Cc1ccc(Cl)c(OCCCCN(C)Cc2ccccc2)c1,-2.8%,.
CCOc1cc(/C=C(/NC(C)=O)C(=O)O)cc(Cl)c1OCc1ccc(Br)cc1,-1.6%,7

Remaining list, next part:
SMILES | M. tuberculosis GlmU | RmlCD inh 1536
COc1ccc(C2Nc3ccccc3C(=O)N2Cc2ccccc2)cc1CSc1ccccn1 (stereo unspecified) | . | 14
N#C/C(=C\c1c(N2CCCCCC2)nc2ccccn2c1=O)C(=O)NC1CCS(=O)(=O)C1 (stereo unspecified) | -4.5% | -5
CCCCn1c(=O)c(F)cn(Cc2ccc(OC)c([N+](=O)[O-])c2)c1=O | -1.4% | -5
COc1ccc(C2c3c(-c4ccccc4O)n[nH]c3C(=O)N2CCc2ccc(OC)c(OC)c2)cc1 (stereo unspecified) | -8.6% | 17
COc1cc(C(C)=O)ccc1OCC(O)CNCC1(N2CCCCC2)CCCCC1 (stereo unspecified) | 6.1% | .
O=c1c2ccccc2nc(CSc2ncnc3nc[nH]c23)n1-c1cccc(C(F)(F)F)c1 | 3.2% | -17
Cc1cccc(NC(=O)c2ccc(NC(C)c3ccccc3)c([N+](=O)[O-])c2)n1 (stereo unspecified) | -6.3% | .
CC1CCc2nc(NC(=O)C3CC3)sc2C1 (stereo unspecified) | 2.4% | .
CCn1c(O)c(N=NC(=O)CNC(=O)c2ccco2)c2ccccc21 | -1.1% | -9
O=S(=O)(Nc1cccnc1)c1cccs1 | -7.0% | -8

Rewritten as tab-separated lines: part of the list above.
SMILES	M. tuberculosis GlmU	RmlCD inh 1536
O=C(COc1ncnc2ccccc12)NCc1ccc2c(c1)OCO2	2.6%	-7
Cc1nn(-c2ccccc2)c(C)c1/C=C/C(=O)OC(C)C(N)=O (stereo unspecified)	6.2%	-11
COc1ccccc1NS(=O)(=O)c1cc(C(=O)NCCC(C)C)ccc1F	-6.0%	5
CCOC(=O)c1cc(CC)sc1NC(=O)c1ccc([N+](=O)[O-])c(N2CCOCC2)c1	2.4%	.

New compounds follow.
SMILES | M. tuberculosis GlmU | RmlCD inh 1536
Fc1ccc(SCCc2ccncc2)cc1 | -0.2%&-3.2% | ?
CC(=O)N1CCOCCOCCOCC1 | . | 5
COc1ccc(-c2nnc(Nc3ccc(OC)c(C(=O)N4CCCCC4)c3)c3ccccc23)cc1 | -8.4% | ?
COc1ccccc1C(C)N(C)Cc1nc(COc2ccccc2)no1 (stereo unspecified) | 2.2% | -8
O=C(NC1CCCC1)c1cc2nc(-c3ccccc3)cc(-c3ccccc3)n2n1 | 6.1% | .
CC12CCC(C/C1=N/NC(=O)Nc1ccccc1)C2(C)C (stereo unspecified) | 1.5% | -6
Cc1c(OCC(=O)NC(Cc2c[nH]c3ccc(O)cc23)C(=O)O)ccc2c3c(c(=O)oc12)CCC3 (stereo unspecified) | 2.1% | -10
Cc1ccc(OCCNS(=O)(=O)c2ccc(N3CCCC3=O)cc2)cc1 | 1.3% | .
CC1(C)CN(c2ccccc2)N(C(=O)c2ccc(C#N)cc2)C1=O | . | -9
CC(C)[C@H](NC(=O)c1ccccc1)C(=O)OCC(=O)Nc1ccc2c(c1)OCCO2 | 2.0% | -7
COc1cc(OC)c2c(c1)OC(c1ccc(OC)c(OC)c1)C(O)C2=O (stereo unspecified) | -3.1% | -2
CCCCN(CC)CCCNC(=O)c1cn(CC)c2ccc(S(=O)(=O)N3CCc4ccccc4C3)cc2c1=O | -14% | 5
Cc1ccc(C)c(OCC(=O)Nc2ccc(N3CCOCC3)cc2)c1 | -8.1% | 44
O=C(c1cccs1)N1CCN(C(=O)N2CCOCC2)CC1 | 5.5% | 6
CC(NC(=O)Nc1ccc(F)cc1)C(c1cccs1)N1CCCC1 (stereo unspecified) | 3.4% | 42
O=C(CSc1nc(-c2ccco2)cc(C(F)(F)F)n1)NCCc1ccccc1 | 2.2% | .
O=C(NNc1c2ccccc2nc2ccccc12)c1ccc(O)cc1O | . | -14
O=C(NC(=S)Nc1ccc(N2CCOCC2)cc1)c1cncc(Br)c1 | -3.2% | 8
CN(C)c1ccnc(C(=O)O)c1 | -0.7% | -6
O=C(COC(=O)CNC(=O)c1ccccc1)Nc1ccc(S(=O)(=O)N2CCOCC2)cc1 | 7.9% | -8
CCOc1ccccc1NC(=O)N1CCC(NC(=O)c2ccccc2C)CC1 | -1.2% | 19
CS(=O)(=O)Nc1ccc(C(=O)N2CCN(c3ccccc3)CC2)cc1 | -3.3% | -5
Cn1c(=O)c2c(nc(SCC(=O)c3ccc(F)cc3)n2C)n(C)c1=O | 7.6% | -11
N=C1c2ccccc2CN1CC(=O)c1ccccc1 | -9.2% | 1
N=c1sccn1CC(=O)Nc1ccc([N+](=O)[O-])cc1Cl | -2.4% | .
O=C(CCCCCN1C(=O)c2cccc3cccc(c23)C1=O)NCc1ccco1 | -0.9% | -6
NS(=O)(=O)c1ccc(NC(=O)COC(=O)COc2ccc(Cl)cc2)cc1 | -1.6% | 5
NCC12CC3CC(C1)CC(CN)(C3)C2 | 3.4% | 37
CCCOc1ccc(C(=O)N2CCCC2C(=O)O)cc1 (stereo unspecified) | 3.9% | .
Cc1cc(OCC(=O)NC(C)C)ccc1Cl | -3.1% | .
COc1cc(C)ccc1OCCOCCOc1ccccc1Br | . | 4
Cc1ccc(S(=O)(=O)NC2c3cccc4cccc(c34)C2Sc2nc(C)cc(C)n2)cc1 (stereo unspecified) | -2.4% | -6
Cc1cc(C)cc(NC(=O)/C=C/c2ccc([N+](=O)[O-])s2)c1 | -2.5% | 9
OCCC1CN(CCCn2cccn2)CCN1Cc1ccccc1 (stereo unspecified) | 3.5% | -3
CCCCOc1cc(CC2CNC(=O)N2)ccc1OC (stereo unspecified) | -5.5% | .
O=C(c1ccco1)N1CCN(S(=O)(=O)c2cccc([N+](=O)[O-])c2)CC1 | 7.5% | .
Cc1cc(C(=O)CSc2nnc(Cc3ccccc3)o2)c(C)n1Cc1ccc2c(c1)OCO2 | 4.2% | .
Cc1occc1C(=O)NNC1=CC(=O)CC(C)(C)C1 | -3.5% | -9
CC1=C(C(=O)OCc2ccccc2)C(c2ccccc2OC(F)F)NC(=O)N1 (stereo unspecified) | 0.4% | .
CC(=O)c1c(COC(=O)c2ccco2)nc2ccccc2[n+]1[O-] | 0.2% | .

Complete entries, quoted from the list. Values in the order: M. tuberculosis GlmU	RmlCD inh 1536
Entry for OCCC1CN(CCCn2cccn2)CCN1Cc1ccccc1 (stereo unspecified) → 3.5%	-3
Entry for CC(=O)c1c(COC(=O)c2ccco2)nc2ccccc2[n+]1[O-] → 0.2%	.
Entry for Cc1ccc(S(=O)(=O)NC2c3cccc4cccc(c34)C2Sc2nc(C)cc(C)n2)cc1 (stereo unspecified) → -2.4%	-6
Entry for CCCCOc1cc(CC2CNC(=O)N2)ccc1OC (stereo unspecified) → -5.5%	.

(more compounds)
SMILES | M. tuberculosis GlmU | RmlCD inh 1536
C[N+]1(CCn2ccc3ccccc32)CCCCC1 | -0.2% | -10
c1ccc(-c2ccccc2-c2nc(-c3ccncc3)no2)cc1 | -4.5% | .
Cc1cc(C(=O)NCCCC(=O)O)c(C)o1 | -5.9% | -2
CC1(c2ccc(OC(F)F)cc2)NC(=O)N(CC(=O)Nc2ccc(S(N)(=O)=O)cc2)C1=O (stereo unspecified) | 1.3% | 3
Cc1ccc(C)c(C(=O)NCCN(C)C)c1 | 1.1% | .
Nc1ccc(Cl)c(NC(=O)c2cccs2)c1 | 3.5% | .
COc1ccc(N2CC(NC(=O)N3CCN(c4ccccc4)CC3)CC2=O)cc1 (stereo unspecified) | 0.6% | -7
Cc1cc(O)ccc1N/C=C(\C#N)c1nc2ccccc2o1 | -1.1% | 8
Cc1cc(=O)n2[nH]c(-c3ccccc3Cl)cc2n1 | 2.6% | 1
CC(C)c1nc2sc3c(=O)[nH]cnc3c2c2c1CCC2 | -3.9% | .
CCOP(=O)(OCC)C(NC(=O)C(Cl)Cl)C(Cl)(Cl)Cl (stereo unspecified) | 2.4% | 4
Nn1c(SCc2cccc(Br)c2)nnc1-c1cccnc1 | -1.5% | 3
O=C(CSCc1ccc([N+](=O)[O-])cc1)NC1CC1 | 1.0% | .
CCCOc1ncnc2c1[nH]c1ccc(C)cc12 | 2.5% | 8
CCOC1=NN(c2ncc(C(F)(F)F)cc2Cl)C(=O)/C1=C/N(C)C | -5.6% | .
CCOc1ccc(-c2nnc(N)s2)cc1 | 0.2% | -10
O=S(=O)(c1ccc(N2CCCCCC2)nc1)N1CCCC1 | 0.2% | -3
COc1ccccc1C(=O)N1CCN(CCc2ccccc2)CC1 | -3.1% | 12
COc1ccc(C(=O)N2CC3(CC(c4cccc(NC(=O)CC(c5ccccc5)c5ccccc5)c4)=NO3)C[C@H]2C(N)=O)cc1 (stereo partly specified) | -1.2% | 6
CC(C)C(OC(=O)C1CCCO1)C(=O)NC1CCCC1 (stereo unspecified) | 10% | 27
CC(=O)Nc1ccc(S(=O)(=O)Nc2ccc(N3CCOCC3)c(F)c2)cc1 | -3.1% | .
COC(=O)C(C)SC1=N/C(=C/c2ccc(-n3cncn3)cc2)C(=O)N1 (stereo unspecified) | 2.6% | -10
Cc1ccc(N(C(=O)c2snc(C(N)=O)c2N)C(C(=O)NCCC(C)C)c2ccco2)cc1 (stereo unspecified) | -7.2% | 4
O=S(=O)(c1cccc(-c2csc(-c3ccccc3)n2)c1)N1CCOCC1 | 3.3% | 8
CCc1[nH]nc2c1C(C1C=CCCC1)C(C#N)=C(N)O2 (stereo unspecified) | 5.4% | -8
Cc1ccc(S(=O)(=O)N2CCCC(c3nnc4n3-c3ccccc3SC4)C2)cc1 (stereo unspecified) | -2.5% | -10
O=C(c1cncc(Br)c1)N1CCN(c2ccc([N+](=O)[O-])cc2)CC1 | -0.4% | -8
CNC(=O)COC(=O)COc1ccc2c(C)cc(=O)oc2c1 | 0.2% | -1
Cc1nnsc1C(=O)NNS(=O)(=O)c1cc(C(F)(F)F)cc(C(F)(F)F)c1 | 1.2% | -8
CCOC(=O)c1c(NC2=NS(=O)(=O)c3ccccc32)sc2c1CCCCC2 | -3.5% | -3
COc1ccc(NC(C)=O)cc1NC(=O)CSc1nnc(-c2ccc(F)cc2)n1N | -0.7% | -6
Cc1ccc(C(=O)Nc2nc(C)c(C)s2)o1 | 0.8% | .
NC(=O)CSc1nnc(-c2ccccn2)n1Cc1ccco1 | 2.8% | .
CC(=O)c1c(C(C)=O)c(C)n(-c2ccc(N)cc2)c1C | . | 17
O=C(CNC(=O)c1ccccc1)NCC(=O)OCC(=O)c1ccccc1 | -2.2% | -4
Clc1ccc(NC2=NCCC2)cc1Cl | -6.0% | 1
CCOc1ccc(-n2c(COc3ccccc3)nnc2SCC(N)=O)cc1 | -0.2% | -6
O=C(c1cccc(Cl)c1)N(Cc1cccs1)C1CCS(=O)(=O)C1 (stereo unspecified) | 0.5% | .
Cc1cc2nc(SC(C)C(=O)O)[nH]c2cc1C (stereo unspecified) | -4.5% | 11
N#CCC(=O)N1CCn2c1nc1ccccc12 | 9.0% | .
C#CCOCCOCCOCCNc1nc(N2CCN(C(=O)Cn3cc(CCO)nn3)CC2)nc(N2CCN(C(=O)[C@H](C(C)C)n3cc(CCO)nn3)CC2)n1 | 3.5% | .
CCc1ccc(NC(=S)Nn2cnnc2)cc1 | -2.3% | -10

Assay outcomes: PubChem BioAssay, several laboratories
